IL-2 act: qHTS of IL-2 Activators | IL-2 activation reporter assay, cell-based qHTS; stimulated with anti-CD3/CD4/CD28 beads; in transgenic mouse T cells | activation, % (series mostly up to about 46 µM) | hit rate 0.065% among 360,000 | AID 652025, 2013; in the data active means activation above about 50%; inconclusive means mostly about 30% to 49%; further: 0% is about no effect
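Unstimulated transgenic mouse T cells preincubated 60 min with compound, then stimulated with anti-CD3/anti-CD4-coated beads plus anti-CD28 for 18 h at 37 degrees C. IL-2 response read as EGFP and DsRed fluorescence by plate cytometry.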
EPAC1 ag: qHTS for Agonist of cAMP-regulated guanine nucleotide exchange factor 3 (EPAC1): primary screen; hit rate 0.073% among 360,000; Rap guanine nucleotide exchange factor 3 (Homo sapiens), O95398; EPAC1 agonist qHTS, biochemical assay; response scale: 100% = response to 6.5 mM cAMP; Potency, µM (highest dose often 154 µM), for the others: at the top dose activation, most hits filed as activators; further: potency means the concentration at half of the fitted maximal effect; nearly all actives have a fitted effect of over 60% in size
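Nucleotide exchange by EPAC1 (100 nM) on Rap1B–BODIPY-GDP (250 nM) in the presence of 50 uM GDP is tracked fluorescently at 480/540 nm over 30 min. Signals are normalized to a 6.5 mM cAMP control.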
PLK1 PBD block: qHTS for Inhibitors of PLK1-PDB (polo-like kinase 1 - polo-box domain): Primary Screen; Plk1 PBD binding of FITC phosphopeptide, fluorescence polarization; Potency, µM, for the others: max response, negative = inhibition, usual class: inhibitors; hit rate 2.8% among 360,000; AID 720504, 2013; further: potency means the concentration at half of the fitted maximal effect; series mostly up to about 57 µM; on the % scale 0 is the no-effect control and ±100 the full control effect; nearly all actives have a fitted effect of over 65% in size
FUS suppressor: qHTS for Suppressors of FUS Proteinopathy: Primary screen using FUS-linked yeast assay; AID 1347120, 2019; Potency, µM (series often up to 76.6 µM), without a hit: at the top dose growth rescue (activation), hits mostly activators; hit rate 0.24% among 390,000; S. cerevisiae FUS-expressing, growth rescue, OD600, 24 h;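 further: potency means the concentration at half of the fitted maximal effect; plate controls were DMSO vehicle for no effect and reference control for full effect; nearly all actives have a fitted effect of over 55% in size; some results filed as inactive show a strong effect at the top dose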
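Galactose (2%) drives FUS expression in yeast precultured in raffinose; seeding density OD 0.005. Test compounds incubated 24hr at 30C and 99% humidity before absorbance at 600 nm was measured.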
WRN helicase inh: qHTS for Inhibitors of WRN Helicase; Bifunctional 3'-5' exonuclease/ATP-dependent helicase WRN (Homo sapiens), Q14191; WRN helicase unwinding, fluorescent forked duplex, kinetic; Potency, µM (series often up to 114 µM), for the others: at the top dose activity change, negative = inhibition, actives largely listed as inhibitors; hit rate 0.46% among 360,000; AID 651768, 2012; further: potency means the concentration at half of the fitted maximal effect; on the % scale 0 is the no-effect control and ±100 the full control effect; nearly all actives have a fitted effect of over 55% in size
Target sequence (Q14191 whole entry, looked up): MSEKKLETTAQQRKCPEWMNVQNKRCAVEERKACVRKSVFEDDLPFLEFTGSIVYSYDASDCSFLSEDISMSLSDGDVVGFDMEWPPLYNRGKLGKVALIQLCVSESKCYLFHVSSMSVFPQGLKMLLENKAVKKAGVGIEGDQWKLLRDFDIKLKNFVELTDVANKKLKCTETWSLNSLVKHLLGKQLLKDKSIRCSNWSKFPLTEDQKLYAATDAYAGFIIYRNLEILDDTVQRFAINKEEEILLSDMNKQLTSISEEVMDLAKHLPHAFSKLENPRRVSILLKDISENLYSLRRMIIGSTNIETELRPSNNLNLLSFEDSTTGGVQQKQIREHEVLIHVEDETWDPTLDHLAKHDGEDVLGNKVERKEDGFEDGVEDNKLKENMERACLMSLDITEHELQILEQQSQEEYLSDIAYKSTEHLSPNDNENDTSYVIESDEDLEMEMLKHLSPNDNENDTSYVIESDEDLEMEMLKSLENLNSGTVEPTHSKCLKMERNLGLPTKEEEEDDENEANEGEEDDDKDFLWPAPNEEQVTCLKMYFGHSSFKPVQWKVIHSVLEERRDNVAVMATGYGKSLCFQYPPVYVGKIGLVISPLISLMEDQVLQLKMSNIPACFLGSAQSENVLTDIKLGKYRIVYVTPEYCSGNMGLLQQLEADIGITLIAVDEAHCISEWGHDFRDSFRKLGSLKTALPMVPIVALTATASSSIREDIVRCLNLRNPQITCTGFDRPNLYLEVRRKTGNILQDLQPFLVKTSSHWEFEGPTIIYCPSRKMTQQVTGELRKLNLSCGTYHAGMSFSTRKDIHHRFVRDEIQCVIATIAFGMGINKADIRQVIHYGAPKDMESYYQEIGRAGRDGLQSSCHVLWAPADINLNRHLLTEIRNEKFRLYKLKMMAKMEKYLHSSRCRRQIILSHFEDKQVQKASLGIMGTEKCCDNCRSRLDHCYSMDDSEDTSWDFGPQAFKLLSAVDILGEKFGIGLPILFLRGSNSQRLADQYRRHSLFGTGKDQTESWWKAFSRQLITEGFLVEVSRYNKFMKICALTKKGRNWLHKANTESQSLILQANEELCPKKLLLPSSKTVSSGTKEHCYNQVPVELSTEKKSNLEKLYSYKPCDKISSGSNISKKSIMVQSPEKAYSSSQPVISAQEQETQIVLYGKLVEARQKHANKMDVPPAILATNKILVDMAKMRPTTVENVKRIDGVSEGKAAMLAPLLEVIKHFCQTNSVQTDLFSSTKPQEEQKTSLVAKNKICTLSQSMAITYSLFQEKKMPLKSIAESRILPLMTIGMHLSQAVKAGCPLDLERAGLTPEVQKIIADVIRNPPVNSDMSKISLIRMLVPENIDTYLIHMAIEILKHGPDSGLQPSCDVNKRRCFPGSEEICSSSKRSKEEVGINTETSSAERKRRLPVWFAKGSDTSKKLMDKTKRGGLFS
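WRN at 20 nM final preincubated with compound 15 min at room temperature; reaction started with 100 nM fluorophore/quencher forked duplex oligonucleotide and 2 mM ATP final. Unwinding followed kinetically by red fluorescence (ex 525, em 598 nm).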
EPAC1 antag: qHTS for Antagonist of cAMP-regulated guanine nucleotide exchange factor 3 (EPAC1): primary screen. Rap guanine nucleotide exchange factor 3 (Homo sapiens), O95398. EPAC1 GEF assay, Rap1b-BODIPY-GDP exchange fluorescence. Potency, µM (doses to about 115 µM), inactives show at the highest dose activity change, negative = inhibition, hits mostly inhibitors. hit rate 0.14% among 360,000;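 further: potency means the concentration at half of the fitted maximal effect; plate controls were vehicle for no effect and positive control for full effect; nearly all actives have a fitted effect of over 50% in size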
PI5P4K alpha inh: qHTS for Inhibitors of phosphatidylinositol 5-phosphate 4-kinase (PI5P4K); Phosphatidylinositol 5-phosphate 4-kinase type-2 alpha (Homo sapiens), P48426; PI5P4Kalpha enzyme, ADP-Glo luminescence, 60 min; stronger effect = lower value; max response, %; hit rate 1.2% among 330,000; active means max response of -50% or lower; inconclusive means between -30% and -50%; inactive means -30% or higher; further: value at the top dose of about 77 µM; on the % scale 0 is the no-effect control and ±100 the full control effect
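PI5P4Kalpha ADP-Glo assay; 5 microM ATP final; 60 min RT reaction; HEPES pH 7.4/EGTA/CHAPS, 5% DMSO; controls lacking substrate or enzyme; luminescent end-point.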
Abeta rescue: qHTS for compounds that reverse cellular toxicity of Amyloid beta (A-beta) peptide in yeast: Primary Screen | yeast expressing A-beta42, growth rescue, OD600, 48 h; response scale: 0% DMSO, 100% iron-clioquinol control | Potency, µM (doses to about 46.1 µM), without a hit: at the highest dose growth rescue, usual class: activators | hit rate 0.063% among 410,000; further: potency means the concentration at half of the fitted maximal effect; nearly all actives have a fitted effect of over 55% in size
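Growth rescue measured by 600 nm absorbance after 48 h yeast culture at 30 C with compound. Values normalized between DMSO and an equimolar ferric chloride plus clioquinol control.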
An asterisk follows results filed as active; u = inconclusive; x = no result given; & = joins results of further samples; [ ] = dose if it differs, or a comment. Unless noted, the call rests on the fitted dose curve; in most records, active means well fitted curve in the direction sought with a large enough effect; inconclusive means small, poorly fitted or top-dose-only effect, or another doubt; inactive means no such curve, though single readings can be large; an effect the other way counts as inactive or inconclusive. The order is random. Share with any hit: about 4.1%.

SMILES	IL-2 act	EPAC1 ag	PLK1 PBD block	FUS suppressor	WRN helicase inh	EPAC1 antag	PI5P4K alpha inh	Abeta rescue
CC(=O)Nc1cccc(NC(=S)Nc2cccc(Cl)c2Cl)c1	-2.2	-6%	-27%	-10%	-13%	-6%	-10	-3%
CC(=O)Nc1ccc(NC(=O)CSc2nnc(NC(=O)c3cccc(F)c3)s2)cc1	0.0	-14%	u	24%	-22%	-1%	-26	-12%
COc1ccc(C2NC(=O)c3ccccc3N2)cc1 (centres undefined)	-3.9	1%	2%	19%	6%	9%	-9	0%
Nc1ccc(-n2nc3ccccc3n2)cc1	2.7	1%	2%	4%	-1%	13%	14	0%
O=C(CCCCC(=O)NN=Cc1ccccc1O)NN=Cc1ccccc1O	-0.2	-11%	2%	6%	-20%	-11%	-5	-5%
O=S1(=O)CCN2C(c3cccc4ccccc34)=CSC2=N1	0.6	3%	-3%	13%	-7%	0%	-9	-1%
N#C/C(=C\C1=C(N2CCOCC2)C(=C/c2cccc([N+](=O)[O-])c2)/CC1)C(=O)Nc1ccccc1F	2.8	3%	-2%	x	127%[activator]	5%	-2	8%
COCc1ccc(CN2CCC(C(=O)Nc3cccc(-c4cccc(Cl)c4)c3)CC2)o1	-3.7	14%	-9%	37%	-4%	-16%	0	-3%
O=C(O)CN1C(=O)SC(Nc2ccccc2)C1=O (centres undefined)	-0.3	8%	-18%	u	-4%	7%	x	-23%
O=C(c1cccc(F)c1)N1CCC(N2CCCCCC2)CC1	-4.2	-2%	-5%	x	-8%	u	5	8%
CN(Cc1ccccc1)C(=O)COC(=O)COc1ccc(Cl)cc1	-1.8	-2%	-8%	x	7%	-3%	24	-3%
S=C(NCCc1ccccc1)N1CCN(C(=S)NCCc2ccccc2)CC1	-0.4	35%	-10%	20%	-8%	-15%	-3	1%
COc1ccccc1CN1CCNC(=O)C1CC(=O)O (centres undefined)	-0.6	7%	-13%	3%	6%	18%	-4	8%
O=C(NCCCNc1ccc(C(F)(F)F)cc1[N+](=O)[O-])c1ccc(F)cc1	0.1	-41%[inhibitor]	8%	x	-21%	10%	-4	-3%
CC(=O)c1ccc(N/N=C(/C(N)=O)C2=NC(C)(C)Cc3ccccc32)cc1	0.4	8%	-5%	13%	3%	11%	-5	5%

The last four records of the section before come first, to join the parts:
SMILES	IL-2 act	EPAC1 ag	PLK1 PBD block	FUS suppressor	WRN helicase inh	EPAC1 antag	PI5P4K alpha inh	Abeta rescue
S=C(NCCc1ccccc1)N1CCN(C(=S)NCCc2ccccc2)CC1	-0.4	35%	-10%	20%	-8%	-15%	-3	1%
COc1ccccc1CN1CCNC(=O)C1CC(=O)O (centres undefined)	-0.6	7%	-13%	3%	6%	18%	-4	8%
O=C(NCCCNc1ccc(C(F)(F)F)cc1[N+](=O)[O-])c1ccc(F)cc1	0.1	-41%[inhibitor]	8%	x	-21%	10%	-4	-3%
CC(=O)c1ccc(N/N=C(/C(N)=O)C2=NC(C)(C)Cc3ccccc32)cc1	0.4	8%	-5%	13%	3%	11%	-5	5%
c1ccc(OCCN2C3=NCCN3c3ccccc32)cc1	-0.4	0%	-3%	-15%	4%	5%	0	-2%
Cc1cc(C)n2cc(CSc3nnnn3C)nc2n1	-0.1	-1%	-8%	2%	-5%	5%	1	-1%
O=C1C(=O)N(c2ccccn2)C(c2ccc(Br)cc2)/C1=C(/O)c1ccc(Br)cc1 (centres undefined)	-1.1	6%	0%	-10%	-7%	-13%	-11	-14%
O=C(CC(Nc1ccccc1Cl)C(=O)OCC(=O)c1cccs1)c1ccccc1 (centres undefined)	-0.6	8%	1%	-3%	-13%	1%	0	-6%
O=S(=O)(c1ccc2nc(Cc3cccc(C(F)(F)F)c3)[nH]c2c1)N1CCOCC1	-0.2	8%	-2%	0%	-8%	-10%	x	4%
COc1ccccc1/C=C(\C)C(=O)c1c(C)cc(C)[nH]c1=O	-1.3	-8%	4%	-9%	-2%	12%	-2	-10%
COc1ccc(OC)c(/C=C/C(=O)c2ccc3c(c2)OCCO3)c1	-0.4	-4%	-5%	21%	-8%	-13%	14	-14%
Cc1cccc(OCC(O)Cn2c(=N)n(Cc3ccccc3)c3ccccc32)c1 (centres undefined)	-0.3	-8%	-14%	1%	-3%	-5%	4	1%
COc1ccc(/C=N/NC(=O)c2ccc(NC(=O)C3CCCCC3)cc2)cc1O	-0.5	-9%	-11%	-8%	-5%	-24%	-10	u
CNC(=O)c1cc2cc(OC)ccc2oc1=N	-1.8	0%	-11%	u	-3%	17%	-2	-18%
CCOC(=O)N1CCN(S(=O)(=O)N2CCCC(C(=O)NCc3ccccc3OC)C2)CC1 (centres undefined)	-1.8	8%	-3%	7%&4%	7%	2%	-1	u
Cc1csc(NC(=O)CSc2nncc(=O)n2N)n1	-0.4	4%	1%	-1%	-4%	-3%	3	12%
CCOc1ccc(-n2cc(-c3ccccc3)c3c(=O)[nH]cnc32)cc1	0.5	21%	-4%	17%	-11%	-19%	0	-16%
COc1cccc(C(=O)CN2C(=O)C(C)(C)Oc3ccc(C(=O)N4CCOCC4)cc32)c1	-3.1	-1%	-4%	16%	1%	18%	-1	-8%
Cc1ccc(OC(C)C(=O)Nc2ccc(C)c(S(=O)(=O)Nc3ccc(C)cc3C)c2)cc1 (centres undefined)	-0.9	2%	-13%	x	-21%	u	5	0%
O=C(N/N=C/c1ccc(O)cc1)c1nc(-c2ccccc2)n(-c2ccccc2)n1	-0.3	2%	1%	x	-17%	-1%	-8	16%
N#C/C(=C\c1ccco1)C(=O)NCC1CCCO1 (centres undefined)	-2.4	2%	-8%	x	-2%	6%	-11	10%
Cc1cc(C)n(CC(O)COc2ccc(C(C)C)c(C)c2)n1 (centres undefined)	-0.6	-17%	-21%	34%	-26%	-2%	12	23%
Cc1ccc(-c2nc3ncccn3c2Nc2ccccc2C)o1	-0.6	-1%	-17%	-6%	1%	12%	-6	-20%
CN(C)S(=O)(=O)Nc1ccccc1C(N)=O	-1.8	2%	-5%	6%	-19%	-4%	3	11%
COc1ccc2c(CC(=O)N[C@@H](Cc3c[nH]c4ccccc34)C(=O)O)cc(=O)oc2c1	-3.4	-7%	-3%	20%	-3%	-4%	7	-18%
CC(C)COc1nc2c(c(=O)n(C)c(=O)n2C)n1C	-0.6	2%	-2%	15%	7%	-2%	4	-10%
Cn1c(=O)oc2cc(S(=O)(=O)N3CCC(C(=O)NCCc4ccccc4)CC3)ccc21	-0.2	-2%	5%	-6%	1%	-6%	2	18%
CCOc1ccc(OCCCC(=O)N2CCN(S(=O)(=O)c3ccccc3C#N)CC2)cc1	-0.3	-6%	-2%	21%	-6%	-17%	-1	20%
O=C(Nc1ccc2c(c1)OCCO2)c1ccc(Cl)c(S(=O)(=O)N2CCCCC2)c1	-4.4	20%	-5%	u	-17%	u	6	24%
O=C(c1ccc2c3c(cccc13)CC2)C1CCCN(Cc2cccnc2)C1 (centres undefined)	-3.6	-8%	-13%	21%	17%	-21%	0	3%
C=CCn1c(SCC(=O)Nc2ccccc2OC)nc(O)c(CC)c1=O	-2.6	1%	-26%	16%	-7%	-5%	x	9%
CC(C)c1ccc(NC(=O)NC2CC3CCC(C2)N3Cc2cccs2)cc1 (centres undefined)	-0.3	7%	-10%	-31%	3%	-8%	-3	-3%
O=C(CCS(=O)(=O)c1ccc2c(c1)NC(=O)CO2)NCCc1ccccc1	-3.0	-6%	19µM*	8%	-9%	13%	3	-15%
Cc1ccc(SCC(=O)OC(C)C(=O)NCc2ccccc2)cc1 (centres undefined)	0.4	-9%	-3%	14%	3%	-3%	9	-18%
Cc1cccn2c(CN(C)CCC3CCCCO3)c(C(=O)N3CCCCC3)nc12 (centres undefined)	0.9	10%	-4%	21%	0%	1%	-2	0%
COc1ccc(N2CCN(C(=O)COc3ccccc3)CC2)cc1	1.5	5%	3%	-4%	-9%	4%	x	5%
Cc1ccc(S(=O)(=O)/N=C2\C=C(Nc3ccc(O)cc3)C(=O)c3ccccc32)cc1	-0.8	27%	-6%	11%	u	u	-15	-3%
O=C(COc1coc(CN2CCc3ccccc3C2)cc1=O)Nc1ccc(F)cc1F	0.4	9%	1%	-3%	5%	-19%	-10	-3%
O=C(CN(C(=O)CCC(=O)Nc1nccs1)c1cccc(F)c1)NCc1ccc2c(c1)OCO2	-0.1	0%	-19%	23%	2%	-10%	3	-4%
COc1ccc(CNS(=O)(=O)c2ccc(-c3cnc(C4CC4)o3)cc2)cc1	-3.9	-4%	-14%	24%&-8%	-7%	11%	-2	-3%&-8%
COc1ccc(NC(=O)Nc2ccc3c(c2)N(C)C(=O)CS3)cc1Cl	3.8	-10%	3%	31%	-23%	-1%	-17	3%
Cc1ccc(-n2c(O)c(C=Nc3ccc(S(=O)(=O)Nc4ncccn4)cc3)c3ccccc3c2=O)cc1C	-0.3	1%	u	-1%	-4%	6%	-4	7%
CN(C(=O)COc1ccc([N+](=O)[O-])cc1)C1CCS(=O)(=O)C1 (centres undefined)	1.2	8%	-7%	13%	-5%	2%	2	2%
CC(C)c1ccc(CC(NC(=O)c2ccccc2)C(=O)NCC(=O)O)cc1 (centres undefined)	-1.0	8%	1%	10%	2%	-21%	0	2%
Cn1c(SCC(=O)N2CCCC2=O)nnc1-c1ccccc1F	-2.9	-2%	-3%	-4%	-3%	3%	-2	3%
CCN(C[C@H]1N[C@@](CC)(C(=O)OC)[C@H]2C(=O)N(C)C(=O)[C@@H]12)C(=O)COC	-0.1	-1%	-14%	-34%	0%	6%	-7	0%
CCCCn1c(N)c(N(CCOC)C(=O)c2ccc(C)o2)c(=O)[nH]c1=O	-1.2	3%	-2%	-2%	3%	12%	-4	9%
O=C1CCCN1c1ccc(CNS(=O)(=O)c2ccc(F)cc2)cc1	-0.3	18%	3%	-3%	-6%	5%	-5	-13%
